COUP-TFII inh: NR2F2 (human) inhibition, primary screen; HEK293T NGFI-A luciferase reporter, luminescence; inhibition, % at 8.6 µM; 370,000 compounds, 0.7% hits; AID 686940;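 active means inhibition above a per-plate cutoff, mean inhibition of test wells between control levels plus 3 SD, cut at about 38% in these data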;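 further: cells cotransfected with COUP-TFII expression vector driving the NGFI-A reporter; 0% = median of COUP-TF2 test wells and 100% = reporter-only cells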
Target sequence (P24468 whole entry, looked up): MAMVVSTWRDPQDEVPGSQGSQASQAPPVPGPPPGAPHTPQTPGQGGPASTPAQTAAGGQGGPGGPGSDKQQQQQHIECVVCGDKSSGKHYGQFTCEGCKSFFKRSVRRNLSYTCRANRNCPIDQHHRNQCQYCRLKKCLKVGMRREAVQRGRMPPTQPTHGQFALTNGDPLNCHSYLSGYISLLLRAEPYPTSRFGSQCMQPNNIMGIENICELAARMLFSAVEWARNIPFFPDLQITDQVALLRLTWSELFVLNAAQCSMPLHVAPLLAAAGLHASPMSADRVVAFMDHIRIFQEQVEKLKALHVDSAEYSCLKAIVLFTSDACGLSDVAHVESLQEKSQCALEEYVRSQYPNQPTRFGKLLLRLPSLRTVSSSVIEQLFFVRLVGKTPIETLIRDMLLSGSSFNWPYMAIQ
SRC1 inh: inhibits human SRC1 coactivator; Q15788; HEK293 GAL4-SRC1 luciferase reporter, luminescence; inhibition, % at 3.6 µM; 360,000 compounds, 0.12% hits; AID 588354;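 active means inhibition above the campaign mean plus 3 SD, with each screening campaign given its own cutoff, cut at about 60% in these data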;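 further: 0% = DMSO treated cells and 100% = gossypol at 36 µM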
MC4R antagonist: human MC4R antagonism in cAMP assay. MC4R-expressing cells, MTII-stimulated cAMP, LANCE TR-FRET. inhibition, % at 6.5 µM. 360,000 compounds, 0.48% hits. AID 540295;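 active means inhibition above its plate's cutoff, the mean of tested wells on that plate plus 3 SD, cut at about 29% in these data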;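 further: 0% = Melanotan II alone and 100% = Melanotan II plus saturating MCL0020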
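Material: human MC4R-expressing U2OS cells. Probe or stimulus: Melanotan II challenge. Dosing: 6.5 µM single dose. Times: 30-min compound, 1-h challenge, 1-h detection, room temperature. Technique: TR-FRET with Eu-cAMP and labeled anti-cAMP, 671 nm. Replication: singlicate.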
NOD2-RIPK2 inh: blocks binding of human NOD2 to RIPK2; O43353; CHO BLA complementation NOD2-RIPK2, CCF4 ratio; inhibition, % at 4.98 µM; 360,000 compounds, 0.38% hits; AID 624267; in the data active means inhibition above about 21%;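 further: 0% = vehicle only and 100% = reference blocker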
NCOA2 inhibitor: inhibits human steroid receptor coactivator 2. inhibition, % at 9 µM. HEK293 GAL4-SRC2 luciferase reporter, luminescence. 370,000 compounds, 0.17% hits. AID 651957;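 active means inhibition above the mean inhibition of all tested compounds plus 3 SD, set per campaign, cut at about 52% in these data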;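 further: 0% = DMSO treated cells and 100% = cells given Gossypol at 36 µM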
NR5A2 inv ag: NR5A2 inverse agonism in reporter assay | O00482 | HEK293T StAR-luciferase reporter, LRH-1 transfected, 24 h | inhibition, % at 3.6 µM | 360,000 compounds, 0.13% hits | AID 602396;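 active means inhibition above the mean inhibition of all tested compounds plus 3 SD, cut at about 73% in these data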;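 further: 0% = DMSO wells and 100% = reporter-only cells lacking LRH-1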
Target sequence (O00482 whole entry, looked up): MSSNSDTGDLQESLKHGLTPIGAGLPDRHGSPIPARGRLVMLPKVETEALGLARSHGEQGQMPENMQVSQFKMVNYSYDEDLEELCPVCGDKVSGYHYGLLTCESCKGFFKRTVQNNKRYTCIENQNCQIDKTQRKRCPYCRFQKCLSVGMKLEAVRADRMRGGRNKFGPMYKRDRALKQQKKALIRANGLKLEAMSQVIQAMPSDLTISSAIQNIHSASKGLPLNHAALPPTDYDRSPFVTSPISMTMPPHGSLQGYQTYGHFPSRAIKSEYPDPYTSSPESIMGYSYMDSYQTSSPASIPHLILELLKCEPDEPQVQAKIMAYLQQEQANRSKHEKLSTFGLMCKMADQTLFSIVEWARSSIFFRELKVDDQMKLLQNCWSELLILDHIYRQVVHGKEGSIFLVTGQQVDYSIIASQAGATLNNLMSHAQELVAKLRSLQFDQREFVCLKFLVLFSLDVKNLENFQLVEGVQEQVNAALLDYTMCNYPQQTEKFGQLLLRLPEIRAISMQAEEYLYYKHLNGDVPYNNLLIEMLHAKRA
ABHD5 PLIN5 PPI: blocks binding of human ABHD5 to perilipin-5; Q00G26+Q8WTS1; Split G. princeps luciferase complementation, luminescence, 4 h; 360,000 compounds, 0.78% hits; AID 602281; inhibition, % at 4 µM;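 active means inhibition above the mean inhibition across every tested compound plus 3 SD, cut at about 22% in these data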;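 further: 0% = DMSO only wells and the 100% control is not disclosed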
MC4R ag barr: agonists of human melanocortin 4 receptor (MC4R) beta-arrestin. P32245. U2OS MC4R beta-arrestin complementation, luminescence; percent of melanotan II response, DMSO zero. activation, % at 8.9 µM. 360,000 compounds, 0.98% hits;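 active means activation above a per-plate cutoff, the mean activation of sample wells on that plate plus 3 SD, cut at about 8% in these data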
EBV LMP1 NFkB: inhibitors of Epstein-Barr LMP1-induced NF-kappaB reporter; LMP1-induced NF-kappaB luciferase reporter cells, luminescence; inhibition, % at 12.5 µM; 350,000 compounds, 0.69% hits; AID 504558; in the data active means inhibition above about 41%;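 further: 0% = neutral control wells and 100% = reference inhibitor control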
TLR9-MyD88 inh: TLR9-MyD88 interaction inhibition; Q9NR96+Q99836; 340,000 compounds, 0.21% hits; AID 504734; inhibition, % at 4.98 µM; CHO BLA complementation TLR9-MyD88, CCF4 FRET ratio;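 active means inhibition above the mean over all tested compounds plus 3 SD, cut at about 21% in these data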;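 further: 0% = DMSO only wells and 100% = clavulanate BLA inhibitor control wells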
NCOA3 inh: human NCOA3 inhibition. Q9Y6Q9. HEK293 GAL4-SRC3 luciferase reporter, luminescence. inhibition, % at 3.6 µM. 360,000 compounds, 0.17% hits;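 active means inhibition above a per-campaign cutoff, the mean of all compounds plus 3 SD, cut at about 60% in these data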;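 further: 0% = DMSO-treated cells and 100% = gossypol-treated cells at 36 µM; higher means less SRC3-driven luciferase light from the GAL4 reporter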
* = called active by the depositor; . = not tested or not shown. Some of the compounds tested; count on the stated rates, not on these rows.

No.	canonical_smiles	COUP-TFII inh	SRC1 inh	MC4R antagonist	NOD2-RIPK2 inh	NCOA2 inhibitor	NR5A2 inv ag	ABHD5 PLIN5 PPI	MC4R ag barr	EBV LMP1 NFkB	TLR9-MyD88 inh	NCOA3 inh
1	COc1ccc2c(c1)[nH]c1c(=O)n(Cc3ccncc3)cnc12	-2	-16	5	-11	6	-34	6	-2.5	-1	0	-35
2	Cc1nc(SCC(=O)c2ccccc2)[nH]c(=O)c1Oc1ccc(Cl)cc1	-16	6	4	4	5	-5	-7	-1.2	-13	-2	19
3	CCOc1cc(/C=N/NC(=O)C(=O)NCCCOC(C)C)cc(Br)c1O	-8	0	0	4	-5	-26	-3	-2.6	4	3	7
4	CCOC(=O)c1c(C)oc2c1c(CN1CCN(C(=O)OCC)CC1)c(O)c1ccccc12	-40	-38	-1	-10	-62	-80	-20	-1.2	-13	1	-105
5	Cn1c(CCc2ccccc2)nnc1SCC(=O)N1CCOCC1	-7	-14	6	-6	0	-3	5	-0.9	-3	-6	-15
6	CCCCCOc1ccc(C(=O)CCC(=O)NNC(=O)c2ccncc2)cc1	4	-17	4	3	21	10	10	-1.6	-1	-5	-5
7	O=C(COc1ccc(S(=O)(=O)N2CCOCC2)cc1)N1CCN(c2ccccc2)CC1	6	-11	-9	-1	1	4	0	-2.5	4	2	13
8	CCOCCCNC(=O)C(NC(=O)c1ccccn1)c1ccc(C)cc1 (configuration not stated)	2	-5	6	-11	-9	12	2	-0.7	-4	-6	4
9	O=C(C[C@@H]1C/C=C\CCC(=O)OC[C@@H]2CCCN2C1=O)NCCO	-3	10	5	-2	-14	8	4	1.0	1	3	10
10	CCc1nn(CC(=O)NC(C)CCc2ccccc2)c(=O)c2cc3occc3n12 (configuration not stated)	1	-32	12	-4	2	-11	-4	-0.6	5	-4	4
11	COc1ccc(N2CC(O)(c3ccc(OC(F)F)cc3)[N+]3=C2CCCC3)cc1 (configuration not stated)	12	8	-6	1	-44	1	5	0.3	0	-11	5
12	CC(=O)c1c(N2CCN(c3ccc(F)cc3)CC2)nc(=S)n(-c2ccccc2)c1C	1	-5	9	6	-2	-18	-2	0.8	-3	-2	12
13	CN1C(=O)Nc2cccc3cccc1c23	-54	-16	10	-3	-65	12	1	-0.4	-3	-5	-4
14	CN(C)S(=O)(=O)c1ccc(C(=O)NCc2ccco2)cc1	-10	-1	21	4	-1	1	-1	0.4	-5	-6	-8
15	C/C(=N\NC(=O)COc1cccc(Cl)c1)c1ccc2c(c1)OCCO2	8	-5	10	12	6	-11	-5	-0.5	-6	-8	17
16	COC(=O)c1sccc1NC(=S)N(C)C1CCCCC1	-10	-6	9	-4	-3	9	-2	-0.8	2	3	10
17	CCN(c1ccccc1)S(=O)(=O)c1ccc(C(=O)NCC(c2ccccc2OC)N2CCCC2)cc1 (configuration not stated)	0	4	-4	8	17	-5	4	-0.9	-8	2	-9
18	CCc1nc2ccc(C(=O)Nc3cccc(OC)c3)cn2c1N(C)CCCc1ccccc1	-4	0	6	-21	-34	9	-2	4.2	.	.	2
19	Cc1nnc(SCC(=O)NC(=O)NCc2ccco2)s1	-23	-4	5	0	-18	-9	11	-1.2	-11	-4	15
20	CC(C)N(CCc1ccncc1)C(=S)Nc1cccc(Cl)c1	25	-14	20	-3	-12	-5	-2	-1.4	2	-1	21
21	O=C(CCNC(=O)c1ccccc1Cl)Nc1nccs1	.	-29	5	5	.	12	-6	-1.2	-3	-5	20
22	Cc1ccc(OCCC(=O)OCC(=O)c2c(N)n(C)c(=O)n(C)c2=O)cc1	0	-5	4	-29	-30	11	11	2.7	3	8	8
23	COc1ccc2c(C)c(CC(=O)N3CCN(C(=O)C4COc5ccccc5O4)CC3)c(=O)oc2c1 (configuration not stated)	7	-12	0	0	6	4	-5	-0.6	13	-4	16
24	CC(=C\C(=O)O)/C(=C/c1ccccc1)C(=O)O	-3	-7	2	-8	20	13	-2	-0.6	-8	2	-10
25	O=C(COC(=O)c1ccc(O)cc1O)NC12CC3CC(CC(C3)C1)C2	-39	-18	2	0	-55	-42	-8	1.6	-22	-7	-29
26	Cc1ccc2cc(CCNC(=O)c3ccc(S(=O)(=O)N4CCOCC4)cc3)c(=O)[nH]c2c1	1	0	4	-6	1	-6	4	-1.1	-3	3	3
27	COCCCNC(=O)CCCn1c(=O)c2ccccc2n(Cc2cccc([N+](=O)[O-])c2)c1=O	4	3	10	0	16	-10	0	0.8	-5	1	8
28	N=c1c(C(=O)NCc2ccc(F)cc2)cc2c(=O)n3ccccc3nc2n1Cc1cccnc1	-20	12	7	-21	-29	6	11	-0.2	-5	-14	-5
29	CCC(=O)N1CCC(NC(=O)Nc2ccc(OC(F)(F)F)cc2)CC1	5	-5	2	3	-9	-12	-10	-1.2	4	1	1
30	O=C(CN1CCN(c2ccccn2)CC1)Nc1cccc(Cl)c1Cl	-2	4	3	6	5	4	3	-0.7	-5	4	-21
31	COc1ccc(OCCn2cc(C=O)c3ccccc32)cc1	10	-4	4	-8	0	16	-9	-0.2	15	-5	-8
32	CCOC(=O)c1sc(=S)n(C)c1NC(=O)c1ccc(F)cc1	-6	-2	7	-14	4	16	-1	1.2	-5	-3	-24
33	COC(=O)c1c(NC(=O)C2SC(=NC3CCCCC3)C(C(N)=O)=C2N)sc2c1CCCC2 (configuration not stated)	15	-3	3	1	3	-3	-2	1.7	-4	-14	7
34	CCOC(=O)Cn1nc(C)c2ccccc2c1=O	-11	-9	11	2	-11	9	-3	-2.7	-2	0	1
35	Nc1ncnc(Sc2ccc(Cl)cc2)c1[N+](=O)[O-]	0	-7	1	-6	8	-1	1	0.2	1	6	36
36	NNC(=O)Cn1c(-c2ccccn2)nc2ccccc21	-29	-4	-2	4	-4	13	9	-0.3	-3	4	-8
37	Cc1nnsc1C(=O)N/N=C/c1ccc(OC(F)(F)F)cc1	-2	-6	-2	-6	-18	2	1	-3.0	-1	-8	15
38	CC(=O)Nc1ccc(NC(=O)C(C)OC(=O)C2CCC2)cc1 (configuration not stated)	-21	-3	3	3	5	-8	4	-2.5	-7	-2	-62
39	CC(C)(C)NC(=O)c1ccc2c(c1)C(=O)N(C1CCCCC1)C2=O	-2	-53	5	-2	-46	-19	3	1.2	-12	-5	-26
40	COc1cc(/C=N/N2CCN(Cc3ccc(Cl)cc3)CC2)ccc1OC(C)=O	-14	-22	4	7	4	-16	-10	-0.5	-4	0	-47

Quoted from above: compounds 28 to 37
No.	canonical_smiles	COUP-TFII inh	SRC1 inh	MC4R antagonist	NOD2-RIPK2 inh	NCOA2 inhibitor	NR5A2 inv ag	ABHD5 PLIN5 PPI	MC4R ag barr	EBV LMP1 NFkB	TLR9-MyD88 inh	NCOA3 inh
28	N=c1c(C(=O)NCc2ccc(F)cc2)cc2c(=O)n3ccccc3nc2n1Cc1cccnc1	-20	12	7	-21	-29	6	11	-0.2	-5	-14	-5
29	CCC(=O)N1CCC(NC(=O)Nc2ccc(OC(F)(F)F)cc2)CC1	5	-5	2	3	-9	-12	-10	-1.2	4	1	1
30	O=C(CN1CCN(c2ccccn2)CC1)Nc1cccc(Cl)c1Cl	-2	4	3	6	5	4	3	-0.7	-5	4	-21
31	COc1ccc(OCCn2cc(C=O)c3ccccc32)cc1	10	-4	4	-8	0	16	-9	-0.2	15	-5	-8
32	CCOC(=O)c1sc(=S)n(C)c1NC(=O)c1ccc(F)cc1	-6	-2	7	-14	4	16	-1	1.2	-5	-3	-24
33	COC(=O)c1c(NC(=O)C2SC(=NC3CCCCC3)C(C(N)=O)=C2N)sc2c1CCCC2 (configuration not stated)	15	-3	3	1	3	-3	-2	1.7	-4	-14	7
34	CCOC(=O)Cn1nc(C)c2ccccc2c1=O	-11	-9	11	2	-11	9	-3	-2.7	-2	0	1
35	Nc1ncnc(Sc2ccc(Cl)cc2)c1[N+](=O)[O-]	0	-7	1	-6	8	-1	1	0.2	1	6	36
36	NNC(=O)Cn1c(-c2ccccn2)nc2ccccc21	-29	-4	-2	4	-4	13	9	-0.3	-3	4	-8
37	Cc1nnsc1C(=O)N/N=C/c1ccc(OC(F)(F)F)cc1	-2	-6	-2	-6	-18	2	1	-3.0	-1	-8	15

More records follow.
No.	canonical_smiles	COUP-TFII inh	SRC1 inh	MC4R antagonist	NOD2-RIPK2 inh	NCOA2 inhibitor	NR5A2 inv ag	ABHD5 PLIN5 PPI	MC4R ag barr	EBV LMP1 NFkB	TLR9-MyD88 inh	NCOA3 inh
41	O=C(NCc1ccccc1CN1CCOCC1)c1ccc(-n2cccn2)cc1	1	-20	7	1	-48	-2	11	-0.3	-6	3	-1
42	CCOC(=O)C1CCN(C(=O)C2CCN(c3nc4ccc(OC)cc4s3)CC2)CC1	24	-1	3	7	10	-5	-2	-0.4	16	-9	5
43	CN(c1cccc(NC(=O)c2ccc(N(C)S(=O)(=O)c3ccccc3)cc2)c1)S(C)(=O)=O	63*	21	42*	3	12	28	1	-0.4	12	3	23
44	CC(=O)N1c2ccc(S(=O)(=O)NCCC(=O)Nc3ccc(F)cc3C)cc2CC1C (configuration not stated)	-5	-33	5	2	6	10	-8	-2.3	-8	-6	2
45	NC(=S)c1ccc(C(N)=S)o1	7	2	1	-4	5	11	-21	-3.9	3	8	9
46	COC(=O)c1ccccc1-c1ccc(C(c2c(C)[nH][nH]c2=O)c2c(C)[nH][nH]c2=O)o1	19	-28	0	1	-5	30	-39	-1.9	12	-4	44
47	Cc1ccc(S(=O)(=O)Nc2ccc(N=Nc3ccc(O)cc3)cc2)cc1	8	6	9	12	-29	7	10	-1.0	5	6	-8
48	N#CCCN(C(=O)COC(=O)c1ccc2c(=O)n3c(nc2c1)CCC3)c1ccccc1	-9	-8	18	-4	10	10	3	-1.8	-12	2	2
49	O=C(Nc1cccc(Cl)c1)C1CC1c1ccccc1 (configuration not stated)	-3	-21	1	-8	2	-9	-3	1.1	-5	-3	9
50	COc1ccc(CCNC(=O)c2cc3c(=O)n4cccc(C)c4nc3n(CCCN3CCOCC3)c2=N)cc1	-3	16	-4	-14	-22	0	6	-3.0	-42	-7	-32
51	COCCN(C(=O)c1csnn1)C(C(=O)NC1CCCCC1)c1cccs1 (configuration not stated)	-2	-13	0	-5	0	0	-8	-0.8	4	-2	-7
52	C/C(=N\NC(=O)CSCc1ccc(Cl)cc1)c1ccc2c(c1)OCCO2	-1	-1	7	1	-9	5	7	1.0	11	1	-5
53	COc1ccc2oc(C(=O)OCC(=O)/C(C#N)=C(\C)N)c(C)c2c1	-7	-59	-9	6	-25	-5	5	-0.3	-32	-15	-49

From PubChem
